# Screening data: PubChem, National Center for Advancing Translational Sciences (NCATS)
# HEK293 viab – reduces viability of HEK-293 SNCA reporter cells | HEK-293-SNCA-luc viability, GF-AFC fluorescence, 24 h | Potency, µM (top dose mostly 57.1 µM), without a hit: at the highest dose activity change, negative = cytotoxicity, actives largely listed as cytotoxic | hit rate 0.12% among 150,000 | AID 1671193;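 note: potency is the fitted concentration of half-maximal effect; 0% = DMSO-treated cells and -100% = medium-only wells without cells; nearly all actives have a fitted effect of over 30% in size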
#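 Cytotoxicity counterscreen: after 24 h compound treatment of genome-edited SNCA-luciferase HEK-293 cells, live-cell protease substrate GF-AFC read by fluorescence after 30 min; activity scaled between DMSO (0%) and medium-only (-100%), curves Hill-fitted.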
# HEK293 tox – cytotoxic compounds in HEK 293 cells; HEK 293 viability, ATP luminescence (CellTiter-Glo), 48-72 h; Potency, µM (series often up to 115 µM), inactives show at the highest dose activity change, negative = cytotoxicity, actives largely listed as inhibitors; hit rate 6.6% among 94,000; note: potency is the fitted concentration of half-maximal effect; nearly all actives have a fitted effect of over 60% in size
#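 Read-out: CellTiter-Glo ATP luminescence. Cells: HEK 293, 250 cells/well. Exposure: 48 or 72 hr, 37 degree Celsius.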
# IP6K1 inh – inhibitors of human IP6K1; Q92551; IP6K1 kinase, ADP-Glo luminescence, 2 h; hits give low values; activity change, % (series mostly up to about 58 µM); hit rate 0.81% among 140,000; in the data active = activity change below about -25%
#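 ADP-Glo luminescence measures ADP made by human IP6K1 during a 2 h RT reaction with ATP/IP6 (mix at 1.3 mM/130 uM); top library doses 57.5 and 19.1 uM final.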
# FLuc inh – blocks purified firefly luciferase enzyme activity | purified P. pyralis luciferase, luminescence, biochemical | Potency, µM (series often up to 115 µM), for inactives: at the highest dose activity change, negative = inhibition, hits mostly inhibitors | hit rate 2.5% among 76,000 | AID 1347043; note: potency is the fitted concentration of half-maximal effect; nearly all actives have a fitted effect of over 65% in size
# Target sequence (P08659 whole entry, looked up): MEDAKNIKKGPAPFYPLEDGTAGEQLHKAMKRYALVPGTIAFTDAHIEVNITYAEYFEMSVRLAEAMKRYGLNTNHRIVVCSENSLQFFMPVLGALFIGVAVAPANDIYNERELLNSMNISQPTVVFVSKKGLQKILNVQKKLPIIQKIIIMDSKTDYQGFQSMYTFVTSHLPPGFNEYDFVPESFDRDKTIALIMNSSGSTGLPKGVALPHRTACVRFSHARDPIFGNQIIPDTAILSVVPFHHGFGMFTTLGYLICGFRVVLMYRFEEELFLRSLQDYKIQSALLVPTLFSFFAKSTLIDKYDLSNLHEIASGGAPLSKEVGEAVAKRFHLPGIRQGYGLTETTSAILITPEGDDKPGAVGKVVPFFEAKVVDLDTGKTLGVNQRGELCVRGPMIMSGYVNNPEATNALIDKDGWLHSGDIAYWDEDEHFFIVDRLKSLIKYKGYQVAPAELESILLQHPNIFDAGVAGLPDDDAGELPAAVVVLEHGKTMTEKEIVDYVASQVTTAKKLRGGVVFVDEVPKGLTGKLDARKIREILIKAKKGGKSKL
#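 FLuc 10nM, D-luciferin 10uM, ATP 10uM, Mg acetate 10mM, Tris acetate pH 7.5, Tween/BSA; cpd qHTS; enzyme added last; CCD luminescence.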
# 3T3 cytotox – NIH 3T3 cell cytotoxicity; NIH 3T3 viability, CellTiter-Glo ATP luminescence, 48-72 h; Potency, µM (titrated, usually from 96.7 µM), inactives show at the top dose activity change, negative = cytotoxicity, usual class: inhibitors; hit rate 4.3% among 94,000; AID 1345082; note: potency is the fitted concentration of half-maximal effect; nearly all actives have a fitted effect of over 55% in size
#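 Luminescent ATP readout (CellTiter-Glo, 10 min RT) after 48 or 72 hr compound exposure of NIH 3T3 cells seeded at 400 cells/well in 1536-well format; quantitative HTS.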
# SNCA expr inh – reduces expression of the alpha-synuclein gene | HEK-293 SNCA-luciferase knock-in, luminescence, 24 h | Potency, µM (highest dose often 57.2 µM), for inactives: top-dose activity change, negative = inhibition, usual class: inhibitors | hit rate 0.17% among 140,000;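 note: potency is the fitted concentration of half-maximal effect; plate controls were DMSO cells for no effect and cell-free wells for full effect; nearly all actives have a fitted effect of over 45% in size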
# GPT2 inh – GPT2 alanine aminotransferase inhibition. Q8TD30. Recombinant GPT2, coupled pyruvate oxidase/HRP Amplex Red fluorescence. Potency, µM (highest dose often 57.7 µM), for the others: top-dose activity change, negative = inhibition, hits mostly inhibitors. hit rate 0.25% among 100,000. AID 1671188; note: potency is the fitted concentration of half-maximal effect; nearly all actives have a fitted effect of over 60% in size; many of its hits are not listed in these tables
# Target sequence (Q8TD30 whole entry, looked up): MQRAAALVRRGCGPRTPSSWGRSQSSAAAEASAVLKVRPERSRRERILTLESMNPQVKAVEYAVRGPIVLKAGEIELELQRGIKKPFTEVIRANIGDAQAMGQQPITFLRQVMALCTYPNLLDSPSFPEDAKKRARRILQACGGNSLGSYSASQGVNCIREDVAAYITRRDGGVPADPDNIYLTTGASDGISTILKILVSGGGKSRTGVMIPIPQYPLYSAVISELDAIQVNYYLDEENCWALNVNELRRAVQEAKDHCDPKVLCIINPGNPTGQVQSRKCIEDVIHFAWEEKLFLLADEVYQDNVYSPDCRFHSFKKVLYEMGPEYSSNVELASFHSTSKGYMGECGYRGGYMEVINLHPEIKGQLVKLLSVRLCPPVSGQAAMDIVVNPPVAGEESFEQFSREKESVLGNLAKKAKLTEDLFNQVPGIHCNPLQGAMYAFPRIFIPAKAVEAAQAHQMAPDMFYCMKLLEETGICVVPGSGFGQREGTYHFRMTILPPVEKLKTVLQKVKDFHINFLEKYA
#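 Recombinant GPT2 (10ng/uL) with 250uM a-KG and 2mM L-alanine, 30 min at room temperature, in HEPES pH 7.5 buffer. Pyruvate detected by pyruvate oxidase/HRP/Amplex Red fluorescence after 30 min in the dark; AOA (50uM) as positive control.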
# Active calls of the source: *; i = inactive; ? = inconclusive; . = not tested or not shown; & = joins results of further samples; [ ] = dose if it differs, or a comment. Unless noted, calls come from the whole dose curve; as a rule, active = well fitted curve in the direction sought with a large enough effect; inconclusive = small, poorly fitted or top-dose-only effect, or another doubt; inactive = no such curve, though single readings can be large; an effect the other way counts as inactive or inconclusive. Unless noted, % is set by controls: 0 for no effect and ±100 for the full control effect. Not all compounds are listed (hit frequency here may not be typical).
(1) O=C(NCc1cccc(O)c1)c1cc2cc(F)ccc2[nH]1
(2) Cn1cnc(S(=O)(=O)N2CCC3(CC2)N(c2ccccc2)C(=O)CS3=O)c1 (stereo not drawn)
(3) COc1ccncc1C(=O)NC(=O)Nc1ccc(-c2ccccc2)c(C(F)(F)F)c1
(4) c1cc2nnc(C3CCC3)n2nc1N1CCCC1
(5) Cc1cc2c(F)c(Oc3ncnn4cc(OC[C@@H](C)O)c(C)c34)ccc2[nH]1
(6) CCNC(=O)NCCCOc1cccc(CN2CCCCC2)c1

Assay by compound,1,2,3,4,5,6
HEK293 viab,-10%,3%,-19%,9%,-10%,6%
HEK293 tox,.,i,.,1%,.,.
IP6K1 inh,-8,-1,15,-9,.,8
FLuc inh,.,-6%,.,-11%,.,.
3T3 cytotox,.,i,.,-28%,.,.
SNCA expr inh,.,-26%,.,65%[activator],14%,-40%[25.6 µM]
GPT2 inh,1%,i,i,i,5%,i

(7) Cc1c(F)cc(C(=O)NC2CC2)cc1-c1ccc(C(=O)NCC(C)(C)C)cn1
(8) O=C(O)[C@H](Cc1ccccc1)Oc1ccc(-c2ccccc2)cc1
(9) O=C(Nc1ccc2[nH]nc(-c3ccncc3)c2c1)[C@@H]1CCN(CC(=O)N2CCN(c3ccc(-c4ncccn4)cc3)CC2)C1
(10) CC(C)(Cc1nc(-c2ccc(O)cn2)no1)C(=O)NC1=C(C(=O)O)CCCC1
(11) O=S(=O)(NCC1CC1)c1ccc(Nc2nccc(N3CCCc4cc(O)ccc43)n2)cc1
(12) CN1CCC(CNc2ccc3ncc(-c4cccc(OC(F)(F)F)c4)n3n2)CC1

Assay by compound,7,8,9,10,11,12
HEK293 viab,-4%,4%,-28%,8%,?,?
HEK293 tox,.,.,.,.,.,.
IP6K1 inh,8,0,-21,-19,-13,-4
FLuc inh,.,.,.,.,.,.
3T3 cytotox,.,.,.,.,.,.
SNCA expr inh,.,.,.,.,.,?
GPT2 inh,i,i,2%,i,i,-10%&-8%

(13) C[C@@H](Oc1ccc2[nH]nc(C=Cc3cnn(CCO)c3)c2c1)c1c(Cl)cncc1Cl
(14) CCCOC(=O)c1ccc(N)cc1
(15) COc1cc2ncnc(Nc3cccc(Cl)c3)c2cc1OC
(16) CCn1c(N)c(C(=O)NC)c(=O)c2ccc(C#CC(C)(O)COC)nc21 (stereo not drawn)
(17) COc1ccc([C@H]2CNC(=O)C2)cc1OC1CCCC1
(18) CC(C)(C)NS(=O)(=O)c1ccc(-c2ccc3[nH]nc(N)c3c2)cc1

Assay by compound,13,14,15,16,17,18
HEK293 viab,?,6%[23.9 µM],?,13%,?,-9%
HEK293 tox,.,.,.,.,.,.
IP6K1 inh,.,7,-14,-16,-16,-6
FLuc inh,.,.,.,.,.,.
3T3 cytotox,.,.,.,.,.,.
SNCA expr inh,-18%,18%[25.6 µM],14%&17%,.,.,.
GPT2 inh,?,i,1%&0%,i,i,?

(19) COc1ccc(Cl)cc1C(=O)N1CCN(c2cc(-c3cccs3)[nH]n2)CC1
(20) CN1C(=O)N[C@@H](Cc2c[nH]c3c(Cl)cccc23)C1=O
(21) COc1cc(C(c2c(C)[nH][nH]c2=O)c2c(C)[nH][nH]c2=O)ccc1OC(=O)c1cccc(C)c1
(22) CC(=O)Oc1ccc(C(=C2CCCCC2)c2ccc(OC(C)=O)cc2)cc1
(23) Cc1cc2c(F)c(Oc3ncnn4cc(OCC(C)OC(=O)C(C)N)c(C)c34)ccc2[nH]1 (stereo not drawn)
(24) CCn1c(-c2nonc2N)nc2c(C#CC(C)(C)O)ncc(OC[C@H]3CCCNC3)c21

Assay by compound,19,20,21,22,23,24
HEK293 viab,-11%,-30%,0%,7%[23.9 µM],-17%,?
HEK293 tox,?,.,.,.,.,.
IP6K1 inh,2,-4,-10,30,-8,.
FLuc inh,8%,.,.,.,.,.
3T3 cytotox,?,.,.,.,.,.
SNCA expr inh,-22%,.,?,-44%[25.6 µM],.,-6%
GPT2 inh,i,i,.,-10%,?,-28%

(25) COc1cc(CCc2cc(NC(=O)c3ccc(N4CC(C)NC(C)C4)cc3)n[nH]2)cc(OC)c1 (stereo not drawn)
(26) CO/N=C(/C(=O)N[C@@H]1C(=O)N2C(C(=O)O)=C(Cn3nnc(C)n3)CS[C@H]12)c1csc(N)n1
(27) O=C(O)Cc1ccc2oc(-c3ccc(NC(=O)/C=C/c4ccc(Br)cc4)c(F)c3)nc2c1
(28) CCCCNc1nc(N)c2[nH]c(=O)n(Cc3ccc(OCCN(C)C)nc3)c2n1
(29) CCOc1cc(=O)n2c(c1C(=O)NC1CC1)CCCCC2
(30) COCCCNCC1COc2ccccc2O1 (stereo not drawn)

Assay by compound,25,26,27,28,29,30
HEK293 viab,-30%,10%,?,1%,8%,-10%
HEK293 tox,.,.,.,.,-30%,.
IP6K1 inh,-3,22,-6,-4,14,23
FLuc inh,.,.,.,.,1%,.
3T3 cytotox,.,.,.,.,i,.
SNCA expr inh,.,32%[25.6 µM],.,.,-13%,.
GPT2 inh,-8%,-25%,i,?,-26%,i

(31) CCN(CC)C(=O)c1ccc(Nc2nc(OCC3CCCCC3)c3[nH]cnc3n2)cc1
(32) CC(C)NCC(C(=O)N1CCN(c2ncnc3c2C(C)CC3O)CC1)c1ccc(Cl)cc1 (stereo not drawn)
(33) CCCCC(CC)CNC(=O)CC(C)OC(=O)CCC(=O)O (stereo not drawn)
(34) CCCc1nc(C(C)(C)O)c(C(=O)O)n1Cc1ccc(-c2ccccc2-c2nn[nH]n2)cc1
(35) COC(=O)c1sccc1S(=O)(=O)Nc1ccc(Nc2ccccc2)cc1OC
(36) CC(=O)O[C@@]12CO[C@@H]1C[C@H](O)[C@@]1(C)C(=O)[C@H](O)C3=C(C)[C@@H](OC(=O)[C@H](O)[C@@H](NC(=O)OC(C)(C)C)c4ccccc4)C[C@@](O)([C@@H](OC(=O)c4ccccc4)C12)C3(C)C (stereo partly drawn)

Assay by compound,31,32,33,34,35,36
HEK293 viab,-25%,-25%,2%[23.9 µM],0%,-7%,-14%[23.9 µM]
HEK293 tox,.,.,.,.,.,.
IP6K1 inh,-41*,13,11,.,14,-11
FLuc inh,.,.,.,.,.,.
3T3 cytotox,.,.,.,.,.,.
SNCA expr inh,.,.,55%[25.6 µM],28%,.,.
GPT2 inh,i,i,i,0%,?,i

(37) CN1CCCN=C1COC(=O)C(O)(c1ccccc1)C1CCCCC1 (stereo not drawn)
(38) CC1COC(Nc2ccc3ncnc(Nc4ccc(OCc5nccs5)c(Cl)c4)c3c2)=N1 (stereo not drawn)
(39) CCC(=O)N1CCN(c2ccc(-n3c(=O)ccc4cnc5ccc(-c6cnc7ccccc7c6)cc5c43)cc2C(F)(F)F)CC1
(40) COc1cc2c(cc1-c1c(C)noc1C)ncc1[nH]c(=O)n(C(C)c3ccccn3)c12 (stereo not drawn)
(41) CC(C)=CCC[C@](C)(O[C@@H]1O[C@H](CO)[C@@H](O)[C@H](O)[C@H]1O)[C@H]1CC[C@]2(C)[C@@H]1[C@H](O)CC1[C@@]3(C)CC[C@H](O)C(C)(C)C3[C@@H](O[C@@H]3O[C@H](CO)[C@@H](O)[C@H](O)[C@H]3O)C[C@]12C (stereo partly drawn)
(42) c1ccc(-c2cnc(Nc3ccc(OCCN4CCCC4)cc3)s2)cc1

Assay by compound,37,38,39,40,41,42
HEK293 viab,-3%[23.9 µM],?,?,39%,-6%[23.9 µM],-8%
HEK293 tox,.,.,.,.,.,.
IP6K1 inh,-2,20,-7,-13,-2,-5
FLuc inh,.,.,.,.,.,.
3T3 cytotox,.,.,.,.,.,.
SNCA expr inh,-17%[25.6 µM],.,-24%,.,.,.
GPT2 inh,1%,?,0%[11.5 µM],i,i,?

(43) Cn1nccc1Nc1nccc(-c2ccn([C@H](CO)c3ccc(Cl)c(F)c3)c(=O)c2)n1
(44) Cc1nc2cc(C(=O)NCc3ccccn3)nn2c(C)c1Cc1cccc(Cl)c1
(45) Cc1cncn1CCc1nc2c3ccccc3nc(SCC(=O)Nc3cccc(Cl)c3)n2n1
(46) NS(=O)(=O)c1cc2c(cc1Cl)CN(C1CCCCC1)C2=O
(47) COc1ccc(C[C@H]2COC(=O)[C@@H]2Cc2ccc(O[C@@H]3O[C@H](CO)[C@@H](O)[C@H](O)[C@H]3O)c(OC)c2)cc1OC
(48) COc1ccc(-n2nc3c(N4CCCC(C(=O)NCc5ccccc5C)C4)nnc(C)c3c2C)cc1 (stereo not drawn)

Assay by compound,43,44,45,46,47,48
HEK293 viab,1%,-19%,?,-4%[23.9 µM],-24%[23.9 µM],?
HEK293 tox,.,.,.,.,.,.
IP6K1 inh,-36*,-13,53,22,18,-3
FLuc inh,.,.,.,.,.,.
3T3 cytotox,.,.,.,.,.,.
SNCA expr inh,.,.,?,29%[25.6 µM],.,?
GPT2 inh,1%,1%,.,i,i,.

(49) Cc1c(C(=O)N2CCOc3ccc(-c4ccc(N)nc4)cc3C2)ccc(S(C)(=O)=O)c1F
(50) N#Cc1ccc(C(c2ccc(C#N)cc2)n2cncn2)cc1
(51) COc1cc2nc(-c3cc(F)ccc3O)nc(N[C@@H]3CNC[C@@H]3C(C)(C)O)c2cc1OC
(52) CC1Cc2ccccc2N1NC(=O)c1ccc(Cl)c(S(N)(=O)=O)c1 (stereo not drawn)
(53) Fc1ccc2[nH]ccc2c1-c1nc(N2CCOCC2)c2sc(CN3CCN(CC4CC4)CC3)cc2n1
(54) Cc1cccc2c1NC(=O)C2(c1ccc(O)cc1)c1ccc(O)cc1
(55) CN1CCN(Cc2ccc(NC(=O)Cc3ccc(Oc4cc(NC(=O)C5CC5)ncn4)cc3)cc2C(F)(F)F)CC1
(56) Cc1cc(NC(=O)c2cccc(NC(=O)/C=C/CN(C)C)c2)ccc1Nc1nccc(-c2cccnc2)n1

Assay by compound,49,50,51,52,53,54,55,56
HEK293 viab,?,-1%,-8%,1%,?,-7%,?,-31%
HEK293 tox,.,.,.,.,.,.,.,.
IP6K1 inh,-9,.,.,-4,12,-26*,1,-34*
FLuc inh,.,.,.,.,.,.,.,.
3T3 cytotox,.,.,.,.,.,.,.,.
SNCA expr inh,.,-17%,2%,20%,.,.,.,.
GPT2 inh,i,-4%,i,?,3%,-11%,0%,i

# Just 3T3 cytotox, SNCA expr inh and HEK293 viab, for some of the entries so far:
entry	smiles	3T3 cytotox	SNCA expr inh	HEK293 viab
28	CCCCNc1nc(N)c2[nH]c(=O)n(Cc3ccc(OCCN(C)C)nc3)c2n1	.	.	1%
29	CCOc1cc(=O)n2c(c1C(=O)NC1CC1)CCCCC2	i	-13%	8%
30	COCCCNCC1COc2ccccc2O1 (stereo not drawn)	.	.	-10%
